EPAC1 ag: agonists of human EPAC1. Potency, µM (highest dose often 154 µM), for the others: top-dose activation, actives largely listed as activators. EPAC1 agonist qHTS, biochemical assay; response scale: 100% = response to 6.5 mM cAMP. AID 720707. O95398. 360,000 compounds, 0.073% hits; also: potency is read from the fitted curve at half-maximal effect; nearly all actives have a fitted effect of over 60% in size
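Multi-concentration qHTS readout: loss of Rap1B-bound BODIPY-GDP fluorescence driven by 100 nM EPAC1 with excess GDP (50 uM), monitored kinetically at room temperature; agonist response expressed relative to 6.5 mM cAMP.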
FUS suppressor: rescues growth of FUS-expressing yeast | S. cerevisiae FUS-expressing, growth rescue, OD600, 24 h | Potency, µM (doses to about 76.6 µM), without a hit: at the top dose growth rescue (activation), most hits filed as activators | 390,000 compounds, 0.24% hits;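 also: potency is read from the fitted curve at half-maximal effect; plate controls were DMSO vehicle for no effect and reference control for full effect; nearly all actives have a fitted effect of over 55% in size; some results filed as inactive show a strong effect at the top dose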
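Read-out: OD at 600 nm after 24hr at 30C, reporting rescue of FUS-induced yeast toxicity. Cells at OD 0.005 in galactose (2%) minimal medium; compounds tested in a dilution series; CP55940 titration from 92uM final as control.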
IL-2 act: activators of IL-2; activation, % (series mostly up to about 46 µM); AID 652025; 360,000 compounds, 0.065% hits; IL-2 activation reporter assay, cell-based qHTS; stimulated with anti-CD3/CD4/CD28 beads; in transgenic mouse T cells; in the data active = activation above about 50%; inconclusive = mostly about 30% to 49%; also: 0% is about no effect
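Unstimulated transgenic mouse T cells, 750 per well, received compound and, after 60 minutes, anti-CD3/anti-CD4 bead plus anti-CD28 stimulation. EGFP and DsRed were quantified after 18 hours.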
Abeta yeast res: restores growth of yeast expressing A-beta42 peptide; yeast expressing A-beta42, growth rescue, OD600, 48 h; response scale: 0% DMSO, 100% iron-clioquinol control; Potency, µM (doses to about 46.1 µM), inactives show top-dose growth rescue, usual class: activators; 410,000 compounds, 0.063% hits; also: potency is read from the fitted curve at half-maximal effect; nearly all actives have a fitted effect of over 55% in size
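Growth rescue measured by 600 nm absorbance after 48 h yeast culture at 30 C with compound. Values normalized between DMSO and an equimolar ferric chloride plus clioquinol control.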
WRN inhibitor: WRN helicase (human) inhibition. 360,000 compounds, 0.46% hits. Q14191. WRN helicase unwinding, fluorescent forked duplex, kinetic. Potency, µM (top dose mostly 114 µM), for inactives: top-dose activity change, negative = inhibition, hits mostly inhibitors; also: potency is read from the fitted curve at half-maximal effect; % is scaled to controls: 0 for no effect and ±100 for the full control effect; nearly all actives have a fitted effect of over 55% in size
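Kinetic red-fluorescence monitoring (525/598 nm) tracks WRN helicase activity after 100 nM fluorophore-quencher forked duplex and 2 mM ATP are added to 20 nM enzyme pretreated 15 min at room temperature with compound.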
PI5P4Ka inh: PI5P4K alpha (human) kinase inhibition | P48426 | PI5P4Kalpha enzyme, ADP-Glo luminescence, 60 min; hits give low values | max response, % | 330,000 compounds, 1.2% hits | AID 652105; active = max response of -50% or lower; inconclusive = between -30% and -50%; inactive = -30% or higher; also: value at the top dose of about 77 µM; % is scaled to controls: 0 for no effect and ±100 for the full control effect
Target sequence (P48426 whole entry, looked up): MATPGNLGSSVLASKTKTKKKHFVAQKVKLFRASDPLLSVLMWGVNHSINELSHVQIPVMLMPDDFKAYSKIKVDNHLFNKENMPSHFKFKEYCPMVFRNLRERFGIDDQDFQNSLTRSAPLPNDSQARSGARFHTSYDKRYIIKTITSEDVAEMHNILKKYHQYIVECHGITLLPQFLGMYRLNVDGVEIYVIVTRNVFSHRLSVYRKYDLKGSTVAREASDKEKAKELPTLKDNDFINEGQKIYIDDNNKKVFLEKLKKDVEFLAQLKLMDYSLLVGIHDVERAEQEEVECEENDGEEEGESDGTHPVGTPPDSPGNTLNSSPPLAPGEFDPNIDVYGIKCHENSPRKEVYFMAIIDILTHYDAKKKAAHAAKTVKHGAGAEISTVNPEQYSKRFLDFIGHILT
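Human PI5P4Kalpha with substrate in 0.038 M HEPES pH 7.4, 0.28 mM EGTA, 0.1% CHAPS, 5% DMSO; reaction started with 5 microM ATP (final), 60 min at room temperature. ADP formed read by ADP-Glo luminescence.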
EPAC1 antag: antagonists of human EPAC1. O95398. EPAC1 GEF assay, Rap1b-BODIPY-GDP exchange fluorescence. Potency, µM (highest dose often 115 µM), for the others: at the highest dose activity change, negative = inhibition, actives largely listed as inhibitors. 360,000 compounds, 0.14% hits;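 also: potency is read from the fitted curve at half-maximal effect; plate controls were vehicle for no effect and positive control for full effect; nearly all actives have a fitted effect of over 50% in size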
PLK1 PBD inh: blocks phosphopeptide binding to human PLK1 polo-box domain | P53350 | 360,000 compounds, 2.8% hits | Plk1 PBD binding of FITC phosphopeptide, fluorescence polarization | Potency, µM, inactives show max response, negative = inhibition, most hits filed as inhibitors; also: potency is read from the fitted curve at half-maximal effect; series mostly up to about 57 µM; % is scaled to controls: 0 for no effect and ±100 for the full control effect; nearly all actives have a fitted effect of over 65% in size
Target sequence (P53350 whole entry, looked up, the tested form may be a part): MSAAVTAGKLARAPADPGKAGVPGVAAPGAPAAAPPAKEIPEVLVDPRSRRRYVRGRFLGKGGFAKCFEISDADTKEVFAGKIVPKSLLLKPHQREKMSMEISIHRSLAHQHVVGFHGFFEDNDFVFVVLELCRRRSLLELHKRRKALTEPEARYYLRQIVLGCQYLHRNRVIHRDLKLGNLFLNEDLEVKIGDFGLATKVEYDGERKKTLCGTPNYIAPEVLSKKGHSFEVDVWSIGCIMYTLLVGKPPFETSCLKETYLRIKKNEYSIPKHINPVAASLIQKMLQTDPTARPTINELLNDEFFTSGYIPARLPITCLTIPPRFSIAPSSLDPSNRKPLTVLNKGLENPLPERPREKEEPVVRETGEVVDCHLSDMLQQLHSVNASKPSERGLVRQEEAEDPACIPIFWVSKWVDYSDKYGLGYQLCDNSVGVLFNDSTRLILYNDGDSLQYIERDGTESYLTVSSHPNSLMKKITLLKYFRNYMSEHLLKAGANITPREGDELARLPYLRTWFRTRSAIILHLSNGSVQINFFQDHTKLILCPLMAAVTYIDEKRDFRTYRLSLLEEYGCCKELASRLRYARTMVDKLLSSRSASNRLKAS
* marks the source's active call; other numbers are inactive results; ? = inconclusive; . = not tested or not shown; & = joins results of further samples; [ ] = dose if it differs, or a comment. Unless noted, calls follow the shape of the dose curve; as a rule, active = well fitted curve in the direction sought with a large enough effect; inconclusive = small, poorly fitted or top-dose-only effect, or another doubt; inactive = no such curve, though single readings can be large; an effect the other way counts as inactive or inconclusive.

Each structure is followed by: EPAC1 antag	FUS suppressor	Abeta yeast res	PI5P4Ka inh	WRN inhibitor	EPAC1 ag	PLK1 PBD inh	IL-2 act
- NS(=O)(=O)c1cccc(NC(=O)CN2CCc3ccccc32)c1
    1%	26%	-4%	-3	7%	3%	0%	1.3
- C=CCn1c(CCn2c3ccccc3c3ccccc32)n[nH]c1=S
    -9%	.	18%	-11	9%	3%	-10%	0.4
- COc1cccc(/C=C/C(=O)OCC(=O)Nc2cc(C(F)(F)F)ccc2Cl)c1
    -7%	.	12%	26	-7%	3%	-4%	0.5
- Cn1c(=O)c2c(SCC(=O)NCc3ccco3)nc(CC(C)(C)C)nc2n(C)c1=O
    -1%	4%	-1%	-1	1%	-12%	-2%	-2.8
- CCOc1ccc(Cc2nnc(SCC(=O)Nc3ccc(OC)cc3)n(N)c2=O)cc1
    10%	7%	-6%	7	-9%	-16%	-2%	3.5
- COc1cc(C)nc(OCCNC(=O)COc2ccc(Cl)cc2C)n1
    5%	18%	-1%	9	-13%	-7%	0%	2.3
- O=C(O)c1cc(S(=O)(=O)N2CCCCC2)sc1Cl
    -13%	-1%	7%	-2	3%	9%	-16%	-2.2
- COc1ccc(CNC(=O)c2c(-c3cc(Cl)c(OC)c(Cl)c3)noc2C)cc1
    -15%	15%	-13%	-1	1%	-15%	-8%	-0.5
- COCCN(C(=O)Cc1cccs1)c1nnc(-c2cccnc2)s1
    -6%	2%	2%	2	-2%	1%	2%	-1.3
- Cc1cc(-n2c(C)cc(C(=O)CSc3nc(N)cc(=O)[nH]3)c2C)no1
    14%	39%	1%	-24	-3%	9%	-18%	-2.5
- CN(Cc1ccccc1)C(=O)COC(=O)COc1ccc(C#N)cc1
    10%	4%	13%	2	1%	-6%	0%	8.1
- CCCCn1c(N)c(N(CC(C)C)C(=O)CCCc2nc3ccccc3s2)c(=O)[nH]c1=O
    -3%	2%	14%	-3	-3%	-4%	2%	-5.9
- Cc1ccc(C2Nc3cccc4cccc(c34)N2)s1
    -10%	.	-12%	-25	-30%	2%	?	-0.2
- O=C(CSc1ccc(-c2ccco2)nn1)NCCc1ccccc1
    -14%	25%	5%	2	1%[57.1 µM]	-1%	-8%	-0.2
- Cc1cccc(NCc2cc(Cl)cc(Cl)c2O)n1
    0%	-1%	14%	.	-15%[57.1 µM]	6%	0%	-1.7

Remaining list, next part
Each structure is followed by: EPAC1 antag	FUS suppressor	Abeta yeast res	PI5P4Ka inh	WRN inhibitor	EPAC1 ag	PLK1 PBD inh	IL-2 act
- CC(NC(=S)N1CCN(c2ccccc2)CC1)c1ccccc1 (centres undefined)
    -7%	-12%	2%	-1	-1%	4%	4%	-2.5
- CCCCCCSc1ccc([C@H]2N[C@@](Cc3ccccc3)(C(=O)OC)[C@H]3C(=O)N(C)C(=O)[C@@H]23)cc1
    0%	?	6%	11	-5%	-30%[inhibitor]	-1%	-0.5
- Cc1nn(-c2ccccc2)c(C)c1/C=N/n1c(-c2ccccc2Br)n[nH]c1=S
    -4%	31%	7%	-9	-32%	3%	?	0.8
- C/C=C/c1ccc(OCC(=O)Nc2cc(C(F)(F)F)ccc2N2CCOCC2)c(OC)c1
    15%	-17%	6%	0	-10%	-11%	-2%	-2.0
- COc1ccc(C(C(=O)NC2CCCC2)n2c(Cc3cc(F)cc(F)c3)nc3ccccc32)cc1 (centres undefined)
    -16%	3%	1%	-3	-6%	-6%	8%	-0.1
- Cc1ccnc(N2C(=O)C3C4CC(C(Br)C4Br)C3C2=O)c1 (centres undefined)
    2%	-2%	28%	-5	2%	0%	3%	1.2
- O=C(CSc1ccccc1)NCC1(N2CCOCC2)CCCCC1
    4%	-1%	8%	-1	8%	6%	-24%	-3.4
- COc1cccc(-n2c(SC)nnc2-c2c[nH]c3ccccc23)c1
    15%	-14%	-12%	-5	6%	-19%	1%	-2.3
- CCOC(=O)CSc1nc2c(c(=O)[nH]c(=O)n2C)n1Cc1ccccc1
    -8%	-12%	2%	-3	3%	4%	-5%	1.0
- Cc1ccc(CN(CC(=O)N/N=C/c2ccco2)S(=O)(=O)c2ccc(C)cc2)cc1
    -10%	37%	4%	1	-16%	7%	-10%	-0.2
- Cc1cc(C=C2C(=O)c3ccccc3C2=O)c(C)n1-c1ccc(C(=O)O)cc1
    -14%	?	-9%	-7	?	-2%	-28%	1.4
- N#Cc1ccc(-c2ccccc2)nc1SCCN1CCOCC1
    5%	3%	-14%	-1	0%	3%	-12%	-2.2
- COc1ccccc1NC(=O)COC(=O)/C=C/c1ccccc1[N+](=O)[O-]
    31%[activator]	11%	?	2	1%[57.1 µM]	-3%	7%	0.5
- CS(=O)(=O)c1ccc(S(=O)CC(=O)OCc2ccccc2)c([N+](=O)[O-])c1 (centres undefined)
    -4%	-5%	-69%[inhibitor]	-7	?	0%	2.4µM*	-5.9
- CCN(CC(=O)Nc1c(F)cccc1F)C(=O)C1COc2ccccc2O1 (centres undefined)
    ?	9%	1%	7	-23%	-1%	-8%	0.3

Compound profiles (already shown).
`CCCCCCSc1ccc([C@H]2N[C@@](Cc3ccccc3)(C(=O)OC)[C@H]3C(=O)N(C)C(=O)[C@@H]23)cc1` is listed as EPAC1 antag = 0%; FUS suppressor = ?; Abeta yeast res = 6%; PI5P4Ka inh = 11; WRN inhibitor = -5%; EPAC1 ag = -30%[inhibitor]; PLK1 PBD inh = -1%; IL-2 act = -0.5
`Cc1ccnc(N2C(=O)C3C4CC(C(Br)C4Br)C3C2=O)c1` (centres undefined) is listed as EPAC1 antag = 2%; FUS suppressor = -2%; Abeta yeast res = 28%; PI5P4Ka inh = -5; WRN inhibitor = 2%; EPAC1 ag = 0%; PLK1 PBD inh = 3%; IL-2 act = 1.2

Continued:
Each structure is followed by: EPAC1 antag	FUS suppressor	Abeta yeast res	PI5P4Ka inh	WRN inhibitor	EPAC1 ag	PLK1 PBD inh	IL-2 act
- CCN(C[C@H]1N[C@@](C)(C(=O)OC)[C@H]2C(=O)N(Cc3ccccc3)C(=O)[C@@H]12)C(=O)Nc1ccccc1
    3%	1%	-16%	-5	-2%	-25%	-6%	-0.4
- CC(=O)Nc1ccc(NC(=O)Cn2c(=O)n(-c3ccccc3)c(=O)c3oc4ccccc4c32)cc1
    -2%	30%	-10%	-20	2%	-1%	-3%	-0.3
- Cc1ccc(S(=O)(=O)NCCC2=CCCCC2)cc1
    -4%	9%	9%	11	-13%	-24%	-8%	-0.4
- Cn1c(=O)c2c(ncn2CC(=O)OCC(=O)Nc2ccccc2)n(C)c1=O
    5%	-19%	-14%	3	-6%	-2%	-13%	-2.5
- Cc1nn(CC(=O)NNC(=O)c2cccc(Br)c2)c(C)c1[N+](=O)[O-]
    -9%	.	-6%	5	-19%	-2%	-10%	-1.7
- N#Cc1c(-c2ccc(Cl)cc2)ccn2nc(CCC(=O)O)nc12
    -3%	22%	5%	-1	-16%	2%	-3%	1.4
- O=C(Nc1cccc(-c2nn[nH]n2)c1)c1ccc(Br)s1
    -12%	.	-5%	-16	?	-1%	-16%	-3.7
- Cc1ccc(-c2csc(/C=C3\SC(C)C(=O)N3CC(=O)Nc3ccccc3F)n2)cc1 (centres undefined)
    11%	8%	15%	-18	-1%	4%	1%	-0.5
- COC(=O)c1cc(-c2ccc(OC)cc2)on1
    -11%	17%	-11%	3	1%	5%	-4%	-1.5
- CCCN(CCC)CCCNC(=O)c1ccc2c(Cl)c3c(nc2c1)CCC3
    -1%	26%	0%	-3	-2%	-3%	-4%	-5.7
- O=C(O)Cc1sc(=O)[nH]c1O
    -4%	-3%	-15%	3	8%	2%	-11%	-0.8
- O=C(CNC(=O)c1cccs1)OCc1ccc(Cl)cc1
    -2%	-13%	-13%	0	6%[57.1 µM]	3%	4%	-0.2
- CC(=O)c1ccc(OCC(=O)OCC(=O)c2ccc(S(=O)(=O)N3CCCCC3)cc2)cc1
    3%	-1%	6%	?	-4%	0%	-3%	-0.5
- O=C(COC(=O)Cc1ccc(Cl)cc1)NCc1ccco1
    -1%	.	-9%	-8	?	1%	-23%	-0.1
- CC(C)(C)OC(=O)NNC(=O)Nc1ccccc1C(F)(F)F
    -5%	-3%	-2%	6	1%	-3%	-6%	1.2

(listing goes on)
Each structure is followed by: EPAC1 antag	FUS suppressor	Abeta yeast res	PI5P4Ka inh	WRN inhibitor	EPAC1 ag	PLK1 PBD inh	IL-2 act
- c1ccc(CN2CCC(Nc3nc(-c4cccnc4)nc4ccccc34)CC2)cc1
    -23%	16%	-17%	3	?	1%	-19%	-0.6
- CCCc1cc2c(=O)c(-c3ccccn3)c(C)oc2cc1O
    0%	-1%	0%	.	-6%	-4%	2%	-0.4
- Cc1ccc(C(=O)COC(=O)CNC(=O)c2ccc(Br)o2)cc1[N+](=O)[O-]
    19%	24%	-5%	-2	-6%	-6%	-2%	0.4
- Cc1ccc(/C(O)=C2/C(=O)C(=O)N(CCN3CCOCC3)C2c2ccccn2)cc1 (centres undefined)
    -1%	28%	-14%	-7	11%	-4%	-9%	-1.5
- CCCCN(C)CCCNC(=O)CN1C(=O)COc2ccc(S(=O)(=O)N3CCOCC3)cc21
    -10%	-19%&-16%	-7%&-1%	-2	9%	-7%	-6%	0.0
- COc1cccc(C2=NOC(C(=O)NCc3cccs3)C2)c1 (centres undefined)
    8%	-2%	11%	-1	-1%	-1%	-7%	-1.3
- CC(C)CN(C(=O)CN1C(=O)NC2(CCc3ccccc32)C1=O)C1CCS(=O)(=O)C1 (centres undefined)
    0%	-7%	-10%	5	4%	1%	6%	0.2
- O=C(COc1ccc2ccccc2c1)NCC1CCCO1 (centres undefined)
    9%	27%	-20%	1	7%	3%	-6%	-0.1
- COc1cccc(C(=O)Nc2ccc(NC(=O)C3CCCCC3C(=O)O)cc2)c1 (centres undefined)
    -4%	31%	1%	-13	-9%	-1%	6%	-0.7
- CCC(C)NC(=O)C1CCN(S(=O)(=O)c2cccc3nonc23)CC1 (centres undefined)
    10%	-35%	1%	-4	4%[57.1 µM]	10%	3%	-0.4
- NC(CO)c1csc(Nc2ccc(C(=O)c3ccccc3)cc2)n1 (centres undefined)
    7%	-7%	-16%	0	1%	-1%	-3%	0.3
- Cn1c(=O)n(C)c2cc(NC(=O)CSc3nnc(-c4ccccc4O)n3-c3ccccc3)ccc21
    14%	27%	19%	0	-9%[57.1 µM]	-15%	0%	-2.2

Screening results deposited in PubChem by National Center for Advancing Translational Sciences (NCATS).
